# Source: PubChem (NCI)
# Growth percent in the NCI-60 one-dose screen (48 h, 10 µM unless noted): 100 = growth as untreated, 0 = no growth, -100 = all killed.
# CAKI-1: CAKI-1 renal cancer | 75,000 compounds, 4.7% hits | AID 1794772
# SN12C: SN12C renal cancer cells | 81,000 compounds, 3.8% hits
# RXF 393: RXF 393 renal cancer cells; 77,000 compounds, 6.9% hits
# 786-0: 786-0 renal cancer cells | 81,000 compounds, 5.1% hits
# TK-10: TK-10 renal cancer cells; 81,000 compounds, 3.9% hits
# A498: A498 renal cancer cells; 76,000 compounds, 5.4% hits; AID 1794774
# UO-31: UO-31 renal cancer. 81,000 compounds, 5.2% hits. AID 1794768
# ACHN: ACHN renal cancer; AID 1794771; 81,000 compounds, 4.9% hits
# An asterisk follows results filed as active; nt = not tested or not shown; & = joins results of further samples. How the source made its calls: active means growth percent below 10; inactive means the rest.
molecule	CAKI-1	SN12C	RXF 393	786-0	TK-10	A498	UO-31	ACHN
O=[N+]([O-])c1ccc2c(c1)sc1nc(-c3c[nH]c4ccccc34)c(Nc3ccccc3)n12	73	81	102	104	126	84	68	99
CC(C)c1ccc(/C=N\NC(=S)N/N=C\c2ccc(C(C)C)cc2)cc1	95	96	104	96	95	82	79	101
O=C1OC2C(I)C3CC1C2C3 (configuration not stated)	107	98	113	nt	106	86	89	115
C=CCC(=O)N[C@@H](Cc1ccc(-c2cc(Cl)cc(Cl)c2)cc1)[C@@H](O)[C@H](O)C(=O)O	95	106	nt	96	91	nt	86	103
COC(=O)c1cccc2ccccc12	98	98	nt	102	97	nt	96	111
CS(=O)(=O)c1ccc(-c2[nH]c3ccccc3c2/C=N/NC(N)=O)cc1	90	92	103	96	119	105	95	94
Cc1cc(N2CCN(CC(=O)Nc3ccc4c(ccn4C)c3)CC2)nc(N2CCOCC2)n1	93	99	109	104	88	63	81	99
COc1cc(Cn2c(SCC(=O)Nc3ccc(F)cc3)nc3ccccc3c2=O)cc(OC)c1OC	94	92	79	93	84	139	80	83
N#Cc1c(-c2ccco2)nc(SCc2cccc(C(=O)O)c2)[nH]c1=O	96	106	nt	110	103	101	82	112
COc1ccc(NC(=O)Nc2cnn(-c3ccc(S(N)(=O)=O)cc3)c2-c2ccccc2)cc1	nt	104	108	104	85	93	87	105
CSc1ccc(CCNc2nc(N)nn2S(=O)(=O)c2ccc(NC(C)=O)cc2)cc1	109	97	100	95	100	85	101	111
CC(=O)Oc1ccc2cc(-c3ccccc3)c(=O)oc2c1	92	90	125	87	97	101	88	95
c1ccc2c(c1)ccn2-c1nc2ccccc2n2c1nc1ccccc12	74	89	93	102	117	106	73	78
CNC(=O)c1cc(Oc2ccc3nc(NC(=O)c4cc(C(F)(F)F)cc(C(F)(F)F)c4)sc3c2)ccn1	11	10	-3.8*	9.7*	17	-11*	6.1*	15
CCOC(=O)C/C(=N\Nc1cc(=O)[nH]c2ccc(OC)cc12)C(=O)OCC	92	100	96	107	114	106	78	99
CN1C(=S)N(C)C2C1NN=C1SC(c3ccccc3)=CC(=O)N12 (configuration not stated)	91	96	98	98	98	103	88	97
CCN(c1ccc(C(=O)N2CCN(c3ccc(F)cc3)CC2)cc1)S(C)(=O)=O	99	102	106	105	106	102	88	108
C=CCC(CCC)(C(=O)Nc1ccc2nc(C)cc(N)c2c1)C(=O)Nc1ccc2nc(C)cc(N)c2c1	95	102	106	98	97	72	84	92
COc1ccc(/C=C2\CCC3C(CCCC34OCCO4)C2=O)cc1 (configuration not stated)	80	97	97	96	95	106	80	94
Cc1cccc[n+]1CC(O)C[n+]1ccccc1C	98	97	118	89	84	88	90	107

# By substructure: the compounds so far containing fluorine
molecule	CAKI-1	SN12C	RXF 393	786-0	TK-10	A498	UO-31	ACHN
COc1cc(Cn2c(SCC(=O)Nc3ccc(F)cc3)nc3ccccc3c2=O)cc(OC)c1OC	94	92	79	93	84	139	80	83
CNC(=O)c1cc(Oc2ccc3nc(NC(=O)c4cc(C(F)(F)F)cc(C(F)(F)F)c4)sc3c2)ccn1	11	10	-3.8*	9.7*	17	-11*	6.1*	15
CCN(c1ccc(C(=O)N2CCN(c3ccc(F)cc3)CC2)cc1)S(C)(=O)=O	99	102	106	105	106	102	88	108

# (more compounds)
molecule	CAKI-1	SN12C	RXF 393	786-0	TK-10	A498	UO-31	ACHN
COc1cc(/C=C/CO)cc(OC)c1O[C@@H]1O[C@H](CO)[C@@H](O)[C@H](O)[C@H]1O	nt	97	100	97	99	77	97	109
COc1cc(OC)cc(-c2ccc(-c3ccc(C(=N)N)cn3)s2)c1	70	79	99	74	113	102	94	75
Cc1nc2nc3sc(C)c(C)c3c(=O)n2[nH]1	93	110	141	101	114	117	88	104
COc1ccc2c(c1)/C(=C\c1c(-c3ccc(C)cc3)nc3ccccn13)C(=O)N2	74	84	66	83	92	45	55	74
NC(=O)c1cc(Cl)ccc1Nc1ccnc(C(F)(F)F)c1	96	102	112	100	118	114	81	98
C=C(c1ccc(C(=O)O)cc1)c1cc2c(cc1C)C(C)(C)CCC2(C)C	82&70	77&87	105&95	80&79	90	110&133	67&71	57&74
CCCCn1c(=O)c(/C=C/c2cc(/C=C/c3cc4cc(Cl)ccc4n(CCCC)c3=O)n(-c3ccc(F)cc3)n2)cc2cc(Cl)ccc21	94	99	108	103	102	127	81	103
COc1ccc(Nc2ncccc2NC(=O)c2cn(Cc3cccc(Oc4ccccc4)c3)nn2)cc1	87	92	80	102	100	81	64	100
O=C(c1ccccc1)C(CN1CCOCC1)c1ccccc1 (configuration not stated)	nt	28	26	31	9.7*	93	11	6.8*
O=c1c2ccccc2ncn1-c1ccc(F)cc1	90	99	106	87	101	110	93	107

# Five entries out of the list, ordered by formula weight, falling.
molecule	CAKI-1	SN12C	RXF 393	786-0	TK-10	A498	UO-31	ACHN
CCCCn1c(=O)c(/C=C/c2cc(/C=C/c3cc4cc(Cl)ccc4n(CCCC)c3=O)n(-c3ccc(F)cc3)n2)cc2cc(Cl)ccc21	94	99	108	103	102	127	81	103
C=C(c1ccc(C(=O)O)cc1)c1cc2c(cc1C)C(C)(C)CCC2(C)C	82&70	77&87	105&95	80&79	90	110&133	67&71	57&74
NC(=O)c1cc(Cl)ccc1Nc1ccnc(C(F)(F)F)c1	96	102	112	100	118	114	81	98
O=C(c1ccccc1)C(CN1CCOCC1)c1ccccc1 (configuration not stated)	nt	28	26	31	9.7*	93	11	6.8*
Cc1nc2nc3sc(C)c(C)c3c(=O)n2[nH]1	93	110	141	101	114	117	88	104

# Further compounds
molecule	CAKI-1	SN12C	RXF 393	786-0	TK-10	A498	UO-31	ACHN
O=[N+]([O-])c1cccc(-c2nc3sccn3c2-c2ccnc(NCCCNS(=O)(=O)c3ccc(Br)cc3)n2)c1	41	53	81	76	102	53	23	47
CC(C)(C)n1nnnc1C(Nc1cccc2c1OCO2)c1cc2cccc3ccc4cccc1c4c32 (configuration not stated)	64	91	41	93	116	nt	68	86
O=C(Nc1ccc(Nc2cc(Nc3ccccc3)ncn2)cc1)Nc1cc(C(F)(F)F)ccc1F	74	78	61	84	89	75	66	67
CCN(CC)c1ccc2cc(C(=O)c3cccs3)c(=O)oc2c1	62&146	66&91	58&100	76&99	89&117	92&100	65&114	78&95
COc1ccccc1/C=C1\COc2ccc(-c3ccccc3)cc2C1=O	86	54	nt	-49*	52	43	49	61
Cc1ccc(C2CC(c3nc(-c4ccc(Cl)cc4)oc3C)=NN2C(=O)c2ccncc2)cc1 (configuration not stated)	69	87	75	79	106	83	58	87
O=C(CCCCCSc1nc(-c2ccccc2)cc(-c2ccccc2)n1)NO	72	98	103	106	76	94	62	86
CCN1CCN(C(=O)[C@]2(C)CC[C@]3(C)CC[C@]4(C)C(=CC(=O)[C@@H]5[C@@]6(C)CC[C@H](O)C(C)(C)[C@@H]6CC[C@]54C)[C@@H]3C2)CC1	100	90	96	98	108	91	72	100
CC(C)(C)C(=O)C1C(=O)c2ccccc2C1=O	95&98	96	126&107	95&104	110&107	90&85	83&88	96&104
CCc1ccc(C(=O)/C=C/C23c4ccccc4C(c4ccccc42)C2C(=O)NC(=O)C23)cc1 (configuration not stated)	27	-7.9*	-49*	-13*	18	5.3*	22	0.0*
CC1=N/C(=C\c2cccc(Cl)c2)C(=O)O1	93	92	94	109	93	101	93	103
Cc1ncsc1/C=C1/C(=O)Nc2ccccc21	60	94	88	100	116	110	54	85
CC(O)CC(c1ccccc1)c1ccccc1 (configuration not stated)	107	98	nt	99	116	122	81	105
N#Cc1cnn(C(=O)c2cnc3n(c2=O)CCCCC3)c1N	98	99	102	103	107	70	85	103
CCC(=O)Oc1ccc(-c2ccccc2)cc1Br	99	104	106	105	101	63	102	113
OC1(c2ccccc2)Oc2ccccc2C(c2ccccc2)C1c1ccccc1 (configuration not stated)	nt	81	76	80	88	85	71	98
COc1ccc(N2C(=O)CC(Sc3ccccc3N)C2=O)cc1 (configuration not stated)	77	99	91	99	125	101	59	89
COc1cc2c(O)cc(C(=O)O)c(-c3cc(OC)c(OC)c(OC)c3)c2cc1OC	107	104	127	105	108	110	82	107
O=C1NC(c2ccccc2)(c2ccccc2)C(=O)N1Cc1ccc(Cl)cc1	65	95	85	93	101	41	64	85
COc1cc(OC(C)=O)c2c(=O)cc(-c3ccc(OC(C)=O)cc3)oc2c1	103	98	151	106	110	nt	90	103
c1ccc(-c2ccc(-c3nc4ncccn4c3NCCN3CCOCC3)cc2)cc1	83	98	94	90	98	89	75	96
c1ccc2c(N=NSc3ncnc4nc[nH]c34)c3ccccc3nc2c1	20	4.8*	-21*	-5.1*	36	-8.0*	4.9*	-28*
CCN(CC)c1ccc(NC(=S)NN)cc1	105	100	96	97	121	83	96	101
C=C(C)[C@@H]1CC=C2c3sc(-c4cccc(OCC)c4)nc3C[C@@H](C)[C@]2(C)C1	97	101	117	104	137	104	84	96
C#CCn1cc(C=C2C(=O)NC(=O)NC2=O)c2cc(Cl)ccc21	72	81	72	106	118	-53*	67	97
Cc1ccc2cc(CCCC(=O)O)ccc2c1	97	97	113	104	109	105	78	99
N#Cc1cc2n(c1N)C(=S)N(c1ccccc1)C2=O	98	100	101	96	105	103	96	104
CC(=Nc1ccc(Cl)cc1N)c1c(O)cc(C)oc1=O	79	89	103	103	112	115	72	88
CCOc1ccccc1CC(O)CN(CC)CC (configuration not stated)	nt	95	100	99	90	88	84	nt
Clc1cccc(N=Cc2ccc3c(c2)OCO3)c1Cl	81	105	107	110	114	119	76	111

# Compounds were not picked by outcome (roughly 10% active in at least one column).
